# Epigenetic reg – epigenetic control regulation, reporter derepression. Potency, µM (series often up to 53.9 µM), without a hit: top-dose GFP activation, usual class: activators. murine LDR cells, GFP reporter derepression, 30 h. 0.2% of 280,000 active; further: potency means the concentration at half of the fitted maximal effect; % of control where 0% means no effect; nearly all actives have a fitted effect of over 60% in size
#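 Murine LDR cells carrying a silenced, genomically integrated CMV-driven GFP reporter were exposed to compound for 30 hours at 37 C. After PBS washes, GFP-positive cells (20–120 um objects) were counted by laser-scanning microplate cytometry.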
# CBFb-RUNX1 inh – CBF-beta/RUNX1 interaction disruption; Q01196+Q13951; AlphaScreen CBFb-His/RUNX1-biotin binding, biochemical; Potency, µM (highest dose often 59.8 µM), without a hit: at the highest dose activity, negative = inhibition, actives largely listed as inhibitors; 230,000 tested, under 10 active; AID 1477; further: % of control where 0% means no effect
#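 AlphaScreen binding: CBFb-His and RUNX1-biotin (30 nM each) preincubated 20 min, compound added for 15 min, then nickel and streptavidin beads for 90 min, all at room temperature. Disruption of the interaction by any mechanism counts as activity.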
# HTT aggregate – reduces HttQ103-GFP aggregates in PC12 cells; Potency, µM (series often up to 46.1 µM), for inactives: at the highest dose activity change, negative = inhibition, actives largely listed as inhibitors; 1.1% of 220,000 active; PC12 HttQ103-GFP aggregates, Acumen cytometry, 40 h; AID 1688; further: potency means the concentration at half of the fitted maximal effect; on the % scale 0 is the no-effect control and ±100 the full control effect; nearly all actives have a fitted effect of over 60% in size
#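 Read-out: GFP aggregate count by laser scanning cytometer (488 nm excitation, 500-530 nm emission, 1–25 µm objects >6 SD above background). Cells: PC12, inducible HTTex1-Q103-GFP, 100 nM tebufenozide; compounds titrated.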
# NPSR antag – antagonists of human neuropeptide S receptor cAMP signaling | Q6W5P4 | CHO-NPSR cells, cAMP TR-FRET, antagonist mode | Potency, µM (series often up to 38.3 µM), without a hit: at the highest dose activity change, negative = inhibition, most hits filed as inhibitors | 1% of 220,000 active | AID 1461; further: potency means the concentration at half of the fitted maximal effect; on the % scale 0 is the no-effect control and ±100 the full control effect; nearly all actives have a fitted effect of over 50% in size; many of its hits are not listed in these tables
# IMPase Li cell – cell-permeable IMPase inhibitors with lithium potentiation | AID 1457 | CHO-M1 cells, IP1 TR-FRET (IP-One), carbachol + lithium | 0.35% of 210,000 active | Potency, µM (doses to about 59.4 µM), inactives show at the top dose activity, negative = IMPase inhibition, hits mostly inhibitors;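 further: IP1 builds up when IMPase is blocked and the TR-FRET signal falls; potency means the concentration at half of the fitted maximal effect; plate controls were basal vehicle for no effect and high inhibitor control for full effect; nearly all actives have a fitted effect of over 50% in size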
#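 IP1 accumulation measured by competitive TR-FRET in lysed CHO-M1 cells after 30 min compound exposure at 37C, with a small lithium addition to potentiate weak responses. Hill-equation AC50 from ratio and donor-channel data.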
# Luc counter – blocks Kinase-Glo luciferase, a counter-screen artifact; Q27757; Kinase-Glo luciferase, ATP luminescence, 8 min; Potency, µM (titrated, usually from 38.3 µM), without a hit: at the highest dose activity change, negative = inhibition, usual class: inhibitors; 0.28% of 200,000 active; AID 1379; further: potency means the concentration at half of the fitted maximal effect; on the % scale 0 is the no-effect control and ±100 the full control effect; nearly all actives have a fitted effect of over 60% in size
#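 Inhibition of Kinase-Glo luciferase light generation was assessed at 10 uM ATP in pH 7.2 imidazole buffer, with luminescence measured after eight minutes at ambient temperature.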
# L3MBTL1 inh – L3MBTL1 (human) inhibition; Q9Y468; AlphaScreen L3MBTL1–H3K9me1 peptide binding; Potency, µM (doses to about 57.1 µM), without a hit: top-dose activity, negative = inhibition, usual class: inhibitors; 0.66% of 230,000 active; AID 485360; further: potency means the concentration at half of the fitted maximal effect; on the % scale 0 is the no-effect control and ±100 the full control effect; nearly all actives have a fitted effect of over 60% in size
# Target sequence (Q9Y468 whole entry, looked up): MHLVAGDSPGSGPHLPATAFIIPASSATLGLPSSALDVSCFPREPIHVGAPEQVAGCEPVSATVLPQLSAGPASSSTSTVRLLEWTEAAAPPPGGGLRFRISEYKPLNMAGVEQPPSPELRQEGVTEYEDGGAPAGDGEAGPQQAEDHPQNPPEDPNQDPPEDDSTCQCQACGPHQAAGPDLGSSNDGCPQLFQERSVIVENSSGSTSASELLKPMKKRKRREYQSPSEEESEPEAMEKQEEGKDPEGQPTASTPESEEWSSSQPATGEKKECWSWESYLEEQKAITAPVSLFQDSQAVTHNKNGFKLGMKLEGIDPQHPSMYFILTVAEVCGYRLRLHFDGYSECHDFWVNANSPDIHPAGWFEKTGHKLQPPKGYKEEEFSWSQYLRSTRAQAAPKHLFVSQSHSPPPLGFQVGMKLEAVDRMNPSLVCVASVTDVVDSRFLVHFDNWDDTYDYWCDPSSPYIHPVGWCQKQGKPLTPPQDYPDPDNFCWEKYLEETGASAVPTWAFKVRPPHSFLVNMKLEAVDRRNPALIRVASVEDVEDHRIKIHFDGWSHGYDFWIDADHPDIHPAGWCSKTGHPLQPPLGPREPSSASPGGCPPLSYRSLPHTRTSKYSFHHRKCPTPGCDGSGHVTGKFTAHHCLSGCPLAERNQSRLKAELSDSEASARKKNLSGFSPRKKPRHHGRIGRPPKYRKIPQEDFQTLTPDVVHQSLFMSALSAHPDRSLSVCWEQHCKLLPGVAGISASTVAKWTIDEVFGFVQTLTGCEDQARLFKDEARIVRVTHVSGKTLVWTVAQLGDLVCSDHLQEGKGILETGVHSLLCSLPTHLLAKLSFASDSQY
#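 First, the protein-peptide complex forms for 30 min at room temperature (L3MBTL1 50 nM, biotinylated H3K9me1 peptide 75 nM). Next, compounds are pin-transferred and incubated 30 min. Finally, AlphaScreen beads are added and read after 30 min.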
# * marks the source's active call; other numbers are inactive results; ? = inconclusive; · = no result given; & = joins results of further samples; [ ] = dose if it differs, or a comment. The call rests on the fitted dose curve; in most records, active means well fitted curve in the direction sought with a large enough effect; inconclusive means small, poorly fitted or top-dose-only effect, or another doubt; inactive means no such curve, though single readings can be large; an effect the other way counts as inactive or inconclusive. These rows are one share of the data; rates above refer to the full screens.
SMILES,Epigenetic reg,CBFb-RUNX1 inh,HTT aggregate,NPSR antag,IMPase Li cell,Luc counter,L3MBTL1 inh
COc1cnc(-c2ccccn2)nc1Oc1c(C)cccc1C,-4.0%,?,-12%,-33%,6%,4%,?
CCS(=O)(=O)c1ccc2oc(SCC(=O)NC34CC5CC(CC(C5)C3)C4)nc2c1,-1.5%,-8%,5%[9.22 µM],-28%[46.1 µM],-1%[38.3 µM],2%,·
COC(=O)/C(=C1/Oc2ccc(C(C)(C)C)cc2S1)C(F)(F)F,-3.2%,-2%,-7%,-3%,7%,1%,-2%
Nc1ccc2c(c1)sc1ccccc12,0.1%,-4%,15%,16%,-5%,-3%,-9%
COc1cc(C(C(=O)NC2CCCCC2)N(CCN2CCOCC2)C(=O)C2COc3ccccc3O2)cc(OC)c1OC (stereo unspecified),-1.0%,2%,9%[9.22 µM],-14%,2%,-1%,2%
Cc1cc(C(=O)Nc2cc(C)n(Cc3ccc(Cl)cc3)n2)no1,0.0%,14%,-10%,-17%[46.1 µM],5%,1%,-6%
CCCS(=O)(=O)N1CCCC(C(=O)NCCCN2CCN(c3ccc(F)cc3)CC2)C1 (stereo unspecified),0.0%,3%,-4%,8%[46.1 µM],-1%[38.3 µM],-2%,2%
COc1ccc2c(C)nc(Nc3nc(C)c(C)c(=O)[nH]3)nc2c1,15%,4%,?,?,23%[38.3 µM],-6%,-5%
COc1ccc(NS(=O)(=O)c2cc(C)ccc2OC)cc1OC,1.2%,6%,-10%,-6%[46.1 µM],18%[38.3 µM],5%,·
Cc1c(Cl)cccc1NC(=S)N1CCC(N(C)CC2CCCO2)CC1 (stereo unspecified),2.8%,2%,4%,11%,4%,-2%,·
O=C(C/C=N/OCc1ccc(Cl)cc1Cl)c1ccccc1,-0.9%,0%,8%,-17%[46.1 µM],-22%[38.3 µM],3%,24%
COc1ccc([N+](=O)[O-])cc1NC(=O)CSc1ccccc1,-2.1%,-5%,-15%,-14%[46.1 µM],28%[38.3 µM],3%,-10%

# Overlap with the part before: three compounds; new compounds follow.
SMILES,Epigenetic reg,CBFb-RUNX1 inh,HTT aggregate,NPSR antag,IMPase Li cell,Luc counter,L3MBTL1 inh
Cc1c(Cl)cccc1NC(=S)N1CCC(N(C)CC2CCCO2)CC1 (stereo unspecified),2.8%,2%,4%,11%,4%,-2%,·
O=C(C/C=N/OCc1ccc(Cl)cc1Cl)c1ccccc1,-0.9%,0%,8%,-17%[46.1 µM],-22%[38.3 µM],3%,24%
COc1ccc([N+](=O)[O-])cc1NC(=O)CSc1ccccc1,-2.1%,-5%,-15%,-14%[46.1 µM],28%[38.3 µM],3%,-10%
COc1ccc(CCNC(=O)CSc2nc3ccccc3o2)cc1OC,8.7%,5%,-6%,-9%[46.1 µM],42%[activator][38.3 µM],-2%,·
CC1(C)CC(NC(=O)N2c3ccccc3Sc3ccccc32)CC(C)(C)N1,-3.0%,1%,0%[9.22 µM],-18%,·,·,-11%
COC(CNC(=O)c1ccc(-n2c(=S)[nH]c3ccccc3c2=O)cc1)OC,1.3%,7%,9%,0%,2%,1%,11%
Cc1[nH]nc2ncc(C(=O)c3ccccc3O)cc12,-1.1%,-3%,6.3µM*,-10%[46.1 µM],-2%[38.3 µM],-2%,2%
COc1ccc(C(=O)CSc2nnc(CNc3ccc(F)cc3)o2)cc1,-0.9%,-1%,6%,4%,-6%,12%,·
CC(=O)Nc1sc(N/N=C/c2ccc(N(C)C)cc2)nc1-c1ccc(C)cc1,0.8%,-24%,13%[9.22 µM],-43%,·,·,-26%
CCC(C)NC(=S)NNC(=O)c1ccc(C(C)(C)C)cc1 (stereo unspecified),-1.0%,1%,?,0%[46.1 µM],-2%,0%,32%[activator]
O=C(c1ccco1)N1N=C(C2CCCCC2)CC1(O)C(F)(F)F (stereo unspecified),-0.1%,6%,?,-5%,4%,-2%,2%
Cc1nc2c(cnn2-c2ccc(Cl)cc2)c(=O)n1-c1ccc(N2CCC(C)CC2)cc1,0.1%,-2%,-24%,-12%[46.1 µM],4%[38.3 µM],1%,·
Cc1c(Cl)cccc1NC(=O)CSc1nc2c(c(=O)[nH]1)CCCC2,2.6%,8%,-3%,4%,-4%,1%,9%
Cc1nc2ncnn2c(C)c1CCC(=O)N1CCCCC1,-5.9%,2%,-6%,-3%[46.1 µM],12%[38.3 µM],-1%,·
O=C(Nc1ccc(Cl)c(-c2nc3ccccc3[nH]2)c1)c1ccc2c(c1)OCO2,-0.6%,3%,?,-3%,14%,0%,0%
CN1CCN(C(=O)c2ccc(Cl)c(S(=O)(=O)N3CCCCCC3)c2)CC1,-4.0%,0%,-10%,-2%,17%,3%,-3%
COc1ccc(CCNS(=O)(=O)c2ccc3oc(C(=O)O)c(C)c3c2)cc1OC,1.9%,-4%,9%,-2%[46.1 µM],-2%,4%,7%
CCOC(=O)Cc1nnc2c(Nc3ccc(C)cc3)nc3nonc3n12,2.3%,8%,-12%,-22%[46.1 µM],2%[38.3 µM],3%,7%
Cc1nn(-c2ccccc2)c(C)c1-c1nnc(-c2c(C)nn(-c3ccccc3)c2C)o1,2.1%,2%,3%[9.22 µM],?,·,·,-3%
COc1ccc(NC(=S)NCCCN2CCOCC2)cc1,1.1%,2%,-17%[9.22 µM],13%,·,·,13%
COc1ccc2nc(NC(=O)C3CCCN(S(=O)(=O)c4cccc5nsnc45)C3)sc2c1 (stereo unspecified),-3.4%,-25%,-17%,-23%[46.1 µM],10%,0%,-7%
COCCNS(=O)(=O)c1ccc(C2CNC(=O)C2)cc1 (stereo unspecified),0.8%,3%,8%,1%[46.1 µM],7%[38.3 µM],15%,4%
COc1ccc(Cc2ccc(OC)c(N)c2)cc1N,-0.3%,0%,14%[9.22 µM],-15%[46.1 µM],-8%[38.3 µM],0%,·
CC(=O)Nc1ccc(/C(C)=N/NC(=O)c2ccc(CN3CCOCC3)cc2)cc1,-0.1%,-5%,-20%,3%,2%,8%,·
CC(Sc1nnnn1-c1ccc(O)cc1)c1nc2ccccc2c(=O)[nH]1 (stereo unspecified),-0.5%,4%,-8%[9.22 µM],-13%,·,·,-3%
Cn1c(=O)c2c(n3cnnc13)-c1ccccc1CC21CCCC1,4.7%,3%,1%,-25%[46.1 µM],-5%,4%,0%
COc1ccc(O)c(/C=N/NC(=S)Nc2cccnc2)c1,1.1%,?,13µM*,-9%,11%,-1%,11µM*

# Single records, from the list above.
# `COc1cnc(-c2ccccn2)nc1Oc1c(C)cccc1C` across the screens: Epigenetic reg: -4.0%; CBFb-RUNX1 inh: ?; HTT aggregate: -12%; NPSR antag: -33%; IMPase Li cell: 6%; Luc counter: 4%; L3MBTL1 inh: ?
# `COCCNS(=O)(=O)c1ccc(C2CNC(=O)C2)cc1` (stereo unspecified) across the screens: Epigenetic reg: 0.8%; CBFb-RUNX1 inh: 3%; HTT aggregate: 8%; NPSR antag: 1%[46.1 µM]; IMPase Li cell: 7%[38.3 µM]; Luc counter: 15%; L3MBTL1 inh: 4%

# Later entries
SMILES,Epigenetic reg,CBFb-RUNX1 inh,HTT aggregate,NPSR antag,IMPase Li cell,Luc counter,L3MBTL1 inh
COc1cc2c(cc1NC(=O)COC(=O)C1CC(=O)N(Cc3ccco3)C1)oc1ccccc12 (stereo unspecified),0.1%,-2%,-11%,-28%[46.1 µM],-5%[38.3 µM],-1%,-6%
CC(=O)Nc1cc(NC(C)=O)ncn1,-5.7%,10%,-10%[9.22 µM],-15%,·,·,52%[activator]
CCOc1ccc(OCC(=O)Nc2ccc(OC)cc2[N+](=O)[O-])cc1,-0.9%[10.1 µM],-1%,-5%[9.22 µM],5%,-1%,1%,-21%
Cc1ccc(Nc2cc(C)nc(N3CCOCC3)n2)c(C)c1,6.7%,-9%,-3%,3%,0%,0%,-3%
COc1ccccc1CNC(=O)CCNS(=O)(=O)c1cccc2nsnc12,1.6%&-1.0%,4%,14%,4%[46.1 µM],16%[38.3 µM],-3%,·
O=C(O)Cc1c(C(=O)O)nnn1-c1ccc(Cl)cc1Cl,3.2%,8%,4%,2%,-9%,0%,-18%
Cc1cc(NC(=O)CN2CCCC2c2nc3ccccc3s2)no1 (stereo unspecified),1.2%,5%,7%[9.22 µM],?,6%[38.3 µM],2%,1%
Cn1c(CN2CCCCC2)nc2cc(NC(=O)c3ccc(Cl)cc3)ccc21,1.0%&0.8%,-3%,-20%,-14%[46.1 µM],14%[38.3 µM],1%,5%
Cc1cc(C(=O)CSc2nnc(-c3ccccc3)n2Cc2ccc3c(c2)OCO3)c(C)n1C,3.7%,-5%,10%,-25%[46.1 µM],12%[38.3 µM],3%,-1%
COC(=O)[C@@]1(Cc2ccc(F)cc2)[C@H]2c3cc(C(=O)N(C)C)n(Cc4cc(F)c(F)c(F)c4)c3C[C@H]2CN1C(=O)c1ccccc1,4.4%,16%,·,·,-6%,-1%,·
CCOc1nnc(C)c2c(C)n(-c3ccc(Cl)cc3)nc12,-2.2%,4%,?,5%[46.1 µM],-3%[38.3 µM],1%,2%
Cc1cc(=O)[nH]c(N/N=C/C=C/c2ccccc2)n1,0.0%,-10%,-13%,-45%,11%,-5%,·

# Among those listed so far, these have two or more sulfur atoms.
SMILES,Epigenetic reg,CBFb-RUNX1 inh,HTT aggregate,NPSR antag,IMPase Li cell,Luc counter,L3MBTL1 inh
CCS(=O)(=O)c1ccc2oc(SCC(=O)NC34CC5CC(CC(C5)C3)C4)nc2c1,-1.5%,-8%,5%[9.22 µM],-28%[46.1 µM],-1%[38.3 µM],2%,·
COc1ccc2nc(NC(=O)C3CCCN(S(=O)(=O)c4cccc5nsnc45)C3)sc2c1 (stereo unspecified),-3.4%,-25%,-17%,-23%[46.1 µM],10%,0%,-7%
COc1ccccc1CNC(=O)CCNS(=O)(=O)c1cccc2nsnc12,1.6%&-1.0%,4%,14%,4%[46.1 µM],16%[38.3 µM],-3%,·

# (continued)
SMILES,Epigenetic reg,CBFb-RUNX1 inh,HTT aggregate,NPSR antag,IMPase Li cell,Luc counter,L3MBTL1 inh
C=C1C(=O)O[C@@H]2[C@H]1[C@@H](OC(=O)/C(C)=C/C)C/C(C)=C\C(=O)/C=C(\C)[C@@H]2O,1.3%,2%,?,-46%,·,·,·
c1ccc(C2=Nn3c(nnc3-c3ccncc3)SC2)cc1,-1.0%,2%,10µM*,?,-1%[38.3 µM],2%,2%
CC(C)CNC(=O)c1ccccc1NC(=O)CSCc1ccccc1,16%,0%,-3%,1%[46.1 µM],5%[38.3 µM],0%,·
COc1ccc(NC(=O)CNC(=O)Cn2c(C)cc3ccccc3c2=O)cc1OC,-3.6%&-0.6%,-9%,?,8%,-3%,-2%,·
CC(C)Oc1ccccc1-c1nc(SCC(=O)O)n[nH]1,-2.1%,6%,-10%,-3%[46.1 µM],-13%[38.3 µM],3%,15%[11.4 µM]

# Screening data as filed in PubChem.
